Assay outcomes: PubChem, National Center for Advancing Translational Sciences (NCATS)
TSHR antagonist = Antagonists of the Thyroid Stimulating Hormone Receptor: HTS campaign. activity change, negative = inhibition, % at 11.5 µM. Thyrotropin receptor (Homo sapiens), P16473. 330,000 compounds, 0.2% hits. TSHR-expressing cells, TSH-stimulated cAMP HTRF, 2 h; active compounds read low;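 active means activity change below a set negative limit, meaning inhibition stronger than a set level, cut at about -70% in these data; inconclusive means activity change between two set negative limits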; further: on the % scale 0 is the no-effect control and ±100 the full control effect
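Antagonism was scored as loss of TSH-driven cAMP in TSHR cells, stimulated with 4nM TSH (EC80) for 2 hours at 37 deg C and detected by homogeneous HTRF competition immunoassay.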
TCR activator = Activators of T cell receptors: qHTS campaign | 330,000 tested, under 10 active | Potency, µM (titrated, usually from 9.22 µM), inactives show at the top dose activation of IL-2 secretion, hits mostly activators | primary human leukocytes, anti-CD3, IL-2 HTRF, 48 h; further: % of control where 0% means no effect
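Primary human leukocytes incubated 48 hr with anti-CD3 beads plus compound, without co-stimulation. Secreted IL-2 measured by HTRF (europium cryptate/d2 anti-IL-2 pair, 320 nm excitation, 665 nm emission).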
Mito fusion yeast = qHTS Assay for Small Molecule Inhibitors of Mitochondrial Division or Activators of Mitochondrial Fusion; S. cerevisiae fusion-defective mutant growth rescue, CellTiterGlo 48 h; Potency, µM (doses to about 46.1 µM), without a hit: top-dose growth rescue (activation), most hits filed as activators; 320,000 compounds, 0.23% hits; AID 485298, 2010;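 further: potency means the concentration at half of the fitted maximal effect; % of control where 0% means no effect; nearly all actives have a fitted effect of over 45% in size; temperature-sensitive fusion mutants such as fzo1-1 at 37 °C on non-fermentable ethanol glycerol medium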
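Luminescent cell viability in 1536-well qHTS format served as the measure of rescued growth in ts fusion-mutant S. cerevisiae cultured on non-fermentable YPEG for 48 hours at 37C.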
Menin-MLL TR inh = qHTS Assay for Inhibitors Targeting the Menin-MLL Interaction in MLL Related Leukemias: Competition With Texas Red Labeled MLL-derived Mutant Peptide. 270,000 compounds, 0.23% hits. Potency, µM (top dose mostly 61.6 µM), for inactives: at the highest dose FP activity change, negative = inhibition, most hits filed as inhibitors. Menin + Texas Red MLL mutant peptide, fluorescence polarization; active means well fitted inhibition curve with a large enough effect in the polarisation, with a control signal flat, not every such curve was filed as active; inconclusive means small, poorly fitted or top-dose-only effect, or effect the other way, or a change in a side signal; inactive means no such curve, though single readings can be large or run the other way; the % refers to the polarisation; further: potency means the concentration at half of the fitted maximal effect; % of control where 0% means no effect; many of its hits are not listed in these tables
Target sequence (O00255 whole entry, looked up): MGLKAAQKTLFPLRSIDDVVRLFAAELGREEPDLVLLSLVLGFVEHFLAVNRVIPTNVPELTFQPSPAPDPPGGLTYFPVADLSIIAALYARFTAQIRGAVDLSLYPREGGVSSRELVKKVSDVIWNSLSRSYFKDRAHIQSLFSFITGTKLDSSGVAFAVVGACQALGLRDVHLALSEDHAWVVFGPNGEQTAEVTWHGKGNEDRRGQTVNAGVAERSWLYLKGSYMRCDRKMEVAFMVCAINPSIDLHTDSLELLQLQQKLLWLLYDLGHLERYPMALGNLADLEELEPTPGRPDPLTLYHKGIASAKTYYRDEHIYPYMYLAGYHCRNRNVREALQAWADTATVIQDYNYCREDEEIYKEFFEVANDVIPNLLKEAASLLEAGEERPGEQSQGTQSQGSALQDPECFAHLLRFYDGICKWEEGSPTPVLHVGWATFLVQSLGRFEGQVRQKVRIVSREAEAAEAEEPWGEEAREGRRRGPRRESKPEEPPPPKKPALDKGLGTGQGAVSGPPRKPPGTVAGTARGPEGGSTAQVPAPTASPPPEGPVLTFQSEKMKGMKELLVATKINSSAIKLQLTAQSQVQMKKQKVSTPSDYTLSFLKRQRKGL
MLL CXXC-DNA inh = qHTS Fluorescence Polarization Assay for Inhibitors of MLL CXXC domain - DNA interaction. Histone-lysine N-methyltransferase 2A (Homo sapiens), Q03164. Potency, µM (highest dose often 115 µM), without a hit: at the top dose activity change, negative = inhibition, most hits filed as inhibitors. MLL-CXXC / FITC-HOXA9 DNA fluorescence polarization. 290,000 compounds, 0.037% hits; active means well fitted inhibition curve with a large enough effect in the polarisation, with a control signal flat, not every such curve was filed as active; inconclusive means small, poorly fitted or top-dose-only effect, or effect the other way, or a change in a side signal; inactive means no such curve, though single readings can be large or run the other way; the % refers to the polarisation; further: potency means the concentration at half of the fitted maximal effect
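Fluorescence polarization: 7 uM MLL-CXXC (stock) preincubated 5 min with compounds, then 50 nM fluorescein-HOX-A9 DNA (stock) added; 30 min ambient. Buffer 50 mM Tris-HCl pH 7.5, 50 mM NaCl, 1 mM DTT, 0.05% BSA.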
MBNL1-CUG inh = qHTS Assay for Inhibitors of MBNL1-poly(CUG) RNA binding. Muscleblind-like protein 1 (Homo sapiens), Q9NR56. TR-FRET MBNL1-His/biotin-(CUG)12 binding, 665/545 ratio. Potency, µM (titrated, usually from 57.5 µM), for the others: at the top dose activity change, negative = inhibition, actives largely listed as inhibitors. 280,000 compounds, 0.036% hits. AID 2675, 2010; active means well fitted inhibition curve with a large enough effect in the signal ratio, with a control signal flat, not every such curve was filed as active; inconclusive means small, poorly fitted or top-dose-only effect, or effect the other way, or a change in a side signal; inactive means no such curve, though single readings can be large or run the other way; the % refers to the signal ratio; further: potency means the concentration at half of the fitted maximal effect; on the % scale 0 is the no-effect control and ±100 the full control effect
Target sequence (Q9NR56 whole entry, looked up): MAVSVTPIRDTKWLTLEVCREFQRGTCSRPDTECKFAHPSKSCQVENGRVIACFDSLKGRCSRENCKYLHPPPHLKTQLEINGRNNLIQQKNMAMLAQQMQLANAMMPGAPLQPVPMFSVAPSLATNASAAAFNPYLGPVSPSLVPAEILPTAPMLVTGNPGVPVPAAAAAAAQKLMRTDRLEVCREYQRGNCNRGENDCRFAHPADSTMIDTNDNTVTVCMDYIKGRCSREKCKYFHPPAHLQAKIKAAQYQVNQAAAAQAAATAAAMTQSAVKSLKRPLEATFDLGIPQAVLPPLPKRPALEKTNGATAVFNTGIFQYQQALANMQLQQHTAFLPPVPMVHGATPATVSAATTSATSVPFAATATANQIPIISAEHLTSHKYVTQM
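Compounds (final 92 nM to 58 uM) are added to His-tagged MBNL1 and biotin-(CUG)12, then terbium anti-His antibody and streptavidin-XL665 (5 nM final). After 60 min at room temperature, the 665/545 nm ratio is read.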
ASM inhibitor = Inhibitors of Secretory Acid Sphingomyelinase (S-ASM): qHTS; Sphingomyelin phosphodiesterase (Homo sapiens), P17405; placental ASM, HMU-PC fluorogenic substrate, 60 min; Potency, µM (doses to about 57.5 µM), for inactives: top-dose activity change, negative = inhibition, usual class: inhibitors; 340,000 compounds, 0.006% hits; further: potency means the concentration at half of the fitted maximal effect
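HMU-PC0 cleavage (9 uM final) by human placental ASM, 60 min at 37 °C following 10 min compound exposure at RT; stopped at pH 10, fluorescence Ex 386/Em 447 nm.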
PTAP TSG101 blk = qHTS Assay for Iinhibitors of HIV-1 Budding by Blocking the Interaction of PTAP/TSG101; Potency, µM (highest dose often 115 µM), inactives show at the highest dose activity change, negative = inhibition, hits mostly inhibitors; Fluorescence polarization, FITC-PTAP peptide / Tsg101 binding; Tumor susceptibility gene 101 protein (Homo sapiens), Q99816; 340,000 tested, under 10 active; active means well fitted inhibition curve with a large enough effect in the main read-out, with a control signal flat, not every such curve was filed as active; inconclusive means small, poorly fitted or top-dose-only effect, or effect the other way, or a change in a side signal; inactive means no such curve, though single readings can be large or run the other way; further: potency means the concentration at half of the fitted maximal effect; % of control where 0% means no effect
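Fluorescence anisotropy tracks displacement of a FITC-tagged PTAP peptide (50 nM) from the Tsg101 binding domain (10 uM), following a 20 min room-temperature incubation at pH 7.5.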
Integrin act MD = qHTS for Activators of Integrin-Mediated Alleviation for Muscular Dystrophy; 350,000 compounds, 0.064% hits; Potency, µM (titrated, usually from 38.3 µM), inactives show at the highest dose activation, most hits filed as activators; alpha7betagal myoblasts, beta-gal FDG fluorescence, 48 h;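 further: potency means the concentration at half of the fitted maximal effect; 100% = response of the positive control SU9516; nearly all actives have a fitted effect of over 60% in size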
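alpha7betagal+/- myoblasts (passage 13, 250/well) treated 48 h at 37C with compounds at 1:260 dilution of DMSO stock. Lysed, then beta-galactosidase activity read as FDG fluorescence (ex 480/em 540) after 30 min, with pre-read for autofluorescence.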
A-T KAP1 phos = qHTS Assay for Identifying a Potential Treatment of Ataxia-Telangiectasia | Potency, µM (doses to about 57.5 µM), for the others: at the top dose activation, hits mostly activators | […] A-T fibroblasts, KAP-1 phosphorylation AlphaLISA; neocarzinostatin DNA damage 30 min before lysis | 320,000 compounds, 0.19% hits; further: potency means the concentration at half of the fitted maximal effect; % of control where 0% means no effect; nearly all actives have a fitted effect of over 45% in size
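ATM-like activity read as KAP-1 phosphorylation via AlphaLISA donor/acceptor antibody pairs after lysis and 6 hr at 25C. Cells were ATM-null patient fibroblasts ([…], hTERT), dosed 60 min, then exposed to the DSB inducer NCS for 30 min.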
The depositor's hits bear a star; ? = inconclusive; nt = no result given; [ ] = dose if it differs, or a comment. Unless noted, the call rests on the fitted dose curve; in most records, active means well fitted curve in the direction sought with a large enough effect; inconclusive means small, poorly fitted or top-dose-only effect, or another doubt; inactive means no such curve, though single readings can be large; an effect the other way counts as inactive or inconclusive.

nr	Structure	TSHR antagonist	TCR activator	Mito fusion yeast	Menin-MLL TR inh	MLL CXXC-DNA inh	MBNL1-CUG inh	ASM inhibitor	PTAP TSG101 blk	Integrin act MD	A-T KAP1 phos
1	O=C(Cn1ncc(N2CCOCC2)c(Br)c1=O)c1ccc(Cl)cc1	3	2%	0%	-8%	-10%	?	-1%	-2%	22%	5%
2	NS(=O)(=O)c1cccc(NC(=S)NC(=O)C23CC4CC(CC(C4)C2)C3)c1	9	-2%[46.1 µM]	6%	-7%	-3%	-9%	-9%	-1%	-13%	0%
3	CC(C)C(=O)Nc1c(-c2cccc(Cl)c2)c(=O)c2ccccc2n1C	-26	-5%	2%	-11%	56%[activator]	-3%	-1%	-5%	1%	12%
4	CCOc1cc(NC(=S)NCc2ccco2)c(OCC)cc1NC(=O)C1CC1	1	3%[46.1 µM]	-5%	-13%	2%	3%	1%	0%	-14%	1%
5	Cn1c(=O)c2c(nc(N3CCCCC3)n2CCCNC2=NCCCC2)n(C)c1=O	2	-6%	0%	-7%	-2%	-4%	-1%	-1%	-14%	6%
6	CC(C)(C)NC(=O)CSc1nnc(SCC(=O)NC(C)(C)C)s1	-7	0%	0%	-4%	1%	-6%	6%	-3%	?	-1%
7	Cc1nnc(N/N=C\c2ccc(-c3cccc(C(=O)O)c3)o2)n1N	1	-3%	-2%	2%	11%	?	11%	-2%	-13%	12%
8	O=C(O)CCCC(=O)N1N=C(c2c(-c3ccccc3)c3cc(Cl)ccc3[nH]c2=O)CC1c1cccs1 (configuration not stated)	-11	2%[46.1 µM]	-9%	-2%	2%	5%	23%	-3%	10%	-1%
9	Cc1ccc(C(=O)N2CCSC2=S)cc1	-16	-1%	-5%	2%	117%[activator]	-8%	5%	0%	17%	3%
10	CCCCn1c(C)nc2c(=O)n(C)c(=O)[nH]c21	-4	0%	-4%	0%	2%	-1%	3%	-6%	20%	-5%
11	Cc1c(NC(=O)C(C)OC(=O)c2ncc(Cl)c(Cl)c2Cl)c(=O)n(-c2ccccc2)n1C (configuration not stated)	3	4%	-1%	nt	nt	nt	nt	-1%	-30%	-9%
12	Cc1cccc(NC(=O)CSCC(=O)Nc2nnc(C3CC3)s2)c1	-1	-6%	-2%	-6%	?	9%	-1%	0%	4%	-2%
13	Cc1c(Cl)cccc1-n1ccnc1SCC(=O)O	9	-4%	2%	0%	1%	3%	8%	-3%	10%	-2%
14	CCN(CC(=O)Nc1ccc2c(c1)OCCO2)C(=O)/C=C/c1ccc(OC)c(OC)c1	-1	-2%	-2%	nt	nt	nt	-1%	-3%	-6%	8%
15	Nn1c(SCC(=O)Nc2ccc(F)c(F)c2)nnc1C1CCCCC1	14	-2%	-4%	-8%	3%	-7%	-1%	-4%	5%	nt
16	Cn1c(C(=O)N[C@@H](C(=O)O)c2ccccc2)cc2cc(Cl)ccc21	-13	-11%	4%	44%[activator]	?	3%	10%	-2%	-5%	-19%
17	O=C(CN(Cc1ccc(F)cc1)C(=O)CCC(=O)Nc1ccccn1)NCCc1ccccc1	-5	11%	-1%	-15%	9%	-3%	-1%	-2%	-23%	4%
18	Cc1cc(C(=O)OCC(=O)Nc2ccccc2F)c(C)o1	-14	2%	-3%	-11%	3%	-10%	0%	0%	16%	2%
19	COc1cccc(N2CCN(C(=O)c3ccc4nc[nH]c4c3)CC2)c1	29	5%	2%	nt	-1%	12%	0%	-1%	1%	12%
20	Cc1cccc(Cn2cnc3c(nnn3Cc3ccccc3F)c2=O)c1	-10	-1%	4%	-10%	13%	-5%	0%	-7%	38%	5%
21	O=C1CCCc2c1cc(C(=O)NCc1ccco1)c(=O)n2-c1ccc(Cl)cc1	-4	0%	-6%	?	0%	7%	-6%	-2%	15%	10%
22	O=C(OC1CCOC1=O)c1cc(Cl)ccc1[N+](=O)[O-] (configuration not stated)	12	9%	-4%	nt	6%	?	5%	-3%	?	-14%
23	COc1cccc(C2CC(c3ccccc3Cl)n3nnnc3N2)c1 (configuration not stated)	11	-3%	-6%	-26%	5%	-2%	0%	-5%	33%	-2%
24	Cc1ccsc1C(=O)OCC(=O)N1CCN(C(=O)c2ccco2)CC1	-9	6%	-3%	-25%	6%	-1%	7%	-3%	20%	1%
25	O=C(NC1CCN(S(=O)(=O)c2ccccc2F)CC1)c1cccnc1	4	7%	-1%	2%	10%	-3%	3%	0%	-22%	2%
26	COc1cccc(CNC(=O)[C@H](CC(C)C)NC(=O)N2CCn3c2nc2ccccc23)c1	-16	-1%	2%	nt	7%	-7%	-7%	-8%	42%	-19%
27	O=C1c2ccccc2C2=Nc3ccccc3SC(c3ccc(Cl)cc3)C12 (configuration not stated)	9	-4%[46.1 µM]	-12%	?	-21%	nt	-20%	-5%	-1%	-6%
28	c1ccc(CN=C(NCc2ccccc2)NCc2ccccc2)cc1	nt	-4%	nt	nt	nt	nt	2%	-7%	-72%[inhibitor]	nt
29	CC1(OC(=O)CCc2ccccc2)C(=O)C=C2C=C(c3ccsc3)OC=C2C1=O (configuration not stated)	-10	nt	-16%	?	8%	2%	nt	nt	nt	10%
30	COc1ccccc1C(=O)Nc1ccc(C(=O)c2ccccc2)cc1	-18	-4%	-1%	25%	20%	29%	-4%	1%	-3%	4%
31	CCOc1cc(C2CC(=O)c3c(ccc4ccccc34)N2)ccc1O (configuration not stated)	0	0%	-1%	6%	30%[activator]	18%	-4%	-5%	-4%	-1%
32	CCN(CCNCC(O)COc1ccccc1C(C)C)c1cccc(C)c1 (configuration not stated)	-2	-1%	-42%[inhibitor]	?	2%	-4%	-5%	3%	-77%[inhibitor]	3%
33	Cc1ccc(CNS(=O)(=O)c2c(C(=O)N3CCCCC3)c(C)n(C)c2C)o1	-3	-5%	2%	4%	7%	0%	-1%	-3%	-9%	-1%
34	O=C(NC(=S)N1CCCCCC1)C1CC1	6	-2%[46.1 µM]	-2%	4%	-9%	nt	-2%	1%	19%	2%
35	O=C1CCc2cc(S(=O)(=O)NC(C(=O)NCc3cccnc3)c3ccccc3)ccc2N1 (configuration not stated)	-3	-7%	0%	12%	-10%	-4%	-2%	-2%	26%	15%
36	CCc1nnc(NC(=O)CSc2nnc(-c3ccoc3C)n2CC(C)C)s1	18	0%	-2%	-16%	-18%	-13%	2%	-6%	-3%	nt
37	COc1ccc(CCC(=O)OCC(=O)Nc2ccc(OC)c(OC)c2)cc1OC	-6	1%	-7%	4%	10%	-3%	0%	-5%	1%	0%
38	O=C(COc1ccc(Cl)cc1)N1N=C(c2cccs2)CC1c1ccco1 (configuration not stated)	nt	-2%	nt	nt	nt	nt	-2%	-1%	-17%	nt
39	COC(=O)c1ccc(CSc2ncnc3c2sc2nc(N4CCOCC4)c4c(c23)CCCC4)o1	nt	0%	nt	nt	nt	nt	11%	3%	15%	nt
40	COC(=O)c1cc(C(=O)OCC(=O)Nc2ccc(N3CCOCC3)cc2)cc([N+](=O)[O-])c1	-5	7%	nt	nt	nt	nt	-2%	-2%	24%	12%
41	COc1cc(C(=O)CSc2nnc(-c3ccc(O)cc3)n2CC2CCCO2)ccc1NC(C)=O (configuration not stated)	-5	-2%	1%	-8%	7%	-4%	4%	-15%	-8%	-1%
42	CC(C)CN1C(=O)c2ccc(C(=O)NCc3ccccn3)cc2C1=O	17	11%	2%	nt	-1%	?	3%	-4%	1%	17%

These rows are one share of the data; count on the stated rates, not on these rows.
